NPY-Y2 antag: NPY-Y2 (human) receptor antagonism. inhibition, % at 2.7 µM. actives 0.99% (n = 140,000). NPY-Y2 expressing cells, antagonist mode. P49146; in the data active means inhibition above about 17%;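 further: 0% = vehicle with agonist challenge and 100% = reference antagonist with challenge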
Target sequence (P49146 whole entry, looked up): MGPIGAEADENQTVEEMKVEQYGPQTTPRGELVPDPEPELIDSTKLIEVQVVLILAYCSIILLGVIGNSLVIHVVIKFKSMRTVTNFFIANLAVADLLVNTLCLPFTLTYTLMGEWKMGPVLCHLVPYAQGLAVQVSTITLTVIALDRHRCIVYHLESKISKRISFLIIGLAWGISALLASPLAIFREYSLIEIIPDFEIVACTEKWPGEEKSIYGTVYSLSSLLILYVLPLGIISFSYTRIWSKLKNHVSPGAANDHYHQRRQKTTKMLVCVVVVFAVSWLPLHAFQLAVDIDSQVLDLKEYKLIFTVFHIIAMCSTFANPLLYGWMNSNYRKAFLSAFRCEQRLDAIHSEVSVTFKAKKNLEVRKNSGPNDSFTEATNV
Yeast lifespan up: yeast lifespan extension; actives 0.68% (n = 130,000); S. cerevisiae growth with nicotinamide, OD615; deaD strain in restrictive glucose medium; AID 775; inhibition of the nicotinamide effect, % at 10 µM;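 active means inhibition above a set limit, placed 3 SD over the median of all compounds, cut at about 26% in these data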;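 further: 0% = nicotinamide-treated wells and 100% = cells grown without nicotinamide; some compounds called inactive have numbers as strong as hits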
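Test system – modified budding yeast, DeaD strain · Compound – single dose 10 µM compound, 0.25% DMSO · Times – culture preincubation 4 h, compound exposure 48 h, both 30 °C · Detection – optical density (absorbance) at 615 nm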
GALR2 blocker: GALR2 (human) receptor antagonism; O43603; GALR2-expressing cells, antagonist mode; inhibition, % at 4 µM; actives 0.39% (n = 140,000); AID 828; in the data active means inhibition above about 27%;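 further: cells stimulated with galanin 1-16 at roughly its EC80; 0% = agonist challenge control and 100% = basal control without agonist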
Target sequence (O43603 whole entry, looked up): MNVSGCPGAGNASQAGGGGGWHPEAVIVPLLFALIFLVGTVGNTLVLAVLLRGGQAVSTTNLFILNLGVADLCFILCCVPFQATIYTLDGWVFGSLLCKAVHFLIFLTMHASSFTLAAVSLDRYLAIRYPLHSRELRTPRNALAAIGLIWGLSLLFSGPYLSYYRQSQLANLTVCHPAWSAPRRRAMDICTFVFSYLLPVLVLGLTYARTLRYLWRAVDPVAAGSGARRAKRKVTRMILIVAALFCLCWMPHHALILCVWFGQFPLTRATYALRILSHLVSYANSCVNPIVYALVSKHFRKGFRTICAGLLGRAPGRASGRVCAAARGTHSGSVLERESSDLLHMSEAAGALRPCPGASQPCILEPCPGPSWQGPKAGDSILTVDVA
Phagocytosis inh: macrophage phagocytosis inhibition. J774A.1 macrophage IgG-bead phagocytosis, imaging. actives 0.07% (n = 110,000). inhibition, % at 5 µM. AID 1029;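 active means inhibition above the mean of the plate negative controls plus 5 SD, cut at about 13% in these data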;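 further: phagocytic index as fraction of beads internalized from green versus red external bead signal; plate controls were DMSO negative control for no effect and cytochalasin-D positive control for full effect; some results beyond the cut were filed as inactive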
Measles CPE: protection of cells from measles virus. Measles virus-infected cells, CPE protection, absorbance. protection (pct of control), % at 4 µM. actives 1.5% (n = 140,000). AID 841; in the data active means protection mostly above about 24%, no sharp cut-off; inactive means mostly below about 26%; further: some compounds called inactive have numbers as strong as hits
bCat KO growth: beta-catenin-lacking colon tumor cell growth suppression | HCT116 beta-catenin knockout viability, CellTiter-Glo, 60 h; stronger effect = lower value | viability, % at 10 µM | actives 1.5% (n = 140,000);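 active means viability at or under a set limit, the compound median less 4 SD, cut at about 6% in these data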;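 further: 0% = Hyamine 1622 control at 20 µM and 100% = untreated cell control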
MRP-1 activ: activates MRP-1; viability increase, % at 10 µM; actives 0.61% (n = 140,000); H69AR cells + doxorubicin, viability rescue, CellTiter-Glo; AID 799;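 active means viability gain under doxorubicin at or above a set limit, the compound median plus 3 SD, cut at about 4.7% in these data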;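 further: MRP-1 overexpressing cells given doxorubicin 25 µM after compound pretreatment; 18-22 h compound pretreatment then 72 h with doxorubicin before readout; 0% = doxorubicin-only wells and 100% = vehicle-treated cells without doxorubicin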
BB579 growth dn: yeast BB579 growth reduction in restrictive medium; S. cerevisiae BB579 growth, OD615, 48 h; inhibition, % at 10 µM; actives 0.51% (n = 140,000);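 active means inhibition above a set limit, 3 SD over the mean compound inhibition, cut at about 44% in these data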; further: inactives centre near -24
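Test system: Saccharomyces cerevisiae DeaD strain BB579, replicative lifespan model yeast | Buffer or medium: Restrictive CSMM-D medium | Doses: One dose, 10 µM compound with 0.25% DMSO | Incubation: 48 h exposure, 30 °C | Detection: Culture absorbance at 615 nm | Control set: Amphotericin B at 10 µg/mL as positive control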
E-sel TNF inh: TNF alpha driven E-selectin expression inhibition. HUVEC TNFa-induced E-selectin immunofluorescence, high content. inhibition, % at 2 µM. actives 0.71% (n = 120,000);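 active means inhibition above the batch mean plus 3 SD, and confirmed as a hit on visual image review, cut at about 43% in these data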;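 further: 0% = TNF-stimulated DMSO wells and 100% = unstimulated control wells; not every result past the cut was called active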
HCT116 PTEN-null: suppresses growth of cells with PTEN deletion | HCT116 PTEN-null viability, CellTiter-Glo, 60 h; stronger effect = lower value | viability, % at 10 µM | actives 1.2% (n = 140,000) | AID 827;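 active means viability at or below a set limit, 4 SD under the median of all tested compounds, cut at about 3.7% in these data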;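 further: PTEN knockout HCT116 line with beta catenin targeted HCT116 as companion control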
Starred values were filed as active, the others as inactive; . = not tested or not shown; & = joins results of further samples.

1. CCOCCCNC(=O)C(NC(=O)c1cnccn1)c1ccc(C)cc1 (stereo unspecified)
2. Cc1ccc(C2CC2c2n[nH]c(=S)n2-c2ccc(Cl)cc2)cc1 (stereo unspecified)
3. O=c1cc(N2CCC3(CC2)OCCO3)[nH]c(=O)n1C1CCCCC1
4. CCOC(=O)/C(=N\Nc1ccc(OC)cc1)c1csc(Nc2ccccc2)n1
5. CN1C(=O)c2cccc(NC(=O)Cc3ccccc3)c2C1=O

Assay by compound,1,2,3,4,5
bCat KO growth,103,98,92,73,103
HCT116 PTEN-null,108,107,100,63,101
GALR2 blocker,-3,-4,-2,4,9
Phagocytosis inh,.,0,-1,-2,0
E-sel TNF inh,-13,1,-9,-7,.
NPY-Y2 antag,1,2,2,1,0
BB579 growth dn,-10,-54,-30,-15,-31
MRP-1 activ,-0.8,-1.1,-3.6,-4.5,-0.2
Yeast lifespan up,-11,-14,0,-4,-1
Measles CPE,9,10,5,25,6

6. CCc1c(C)nc2ncnn2c1Nc1ccc(C)c(C)c1
7. Cc1nc(Oc2ccccc2)c2oc3ccccc3c2n1
8. Cn1c(Cl)nc2ccccc21
9. CCc1ccc2c(c1)c(N=NC1=NC(=O)CS1)c(O)n2CC
10. CSc1ccc(/C=N/NC(=O)c2ccc(O)cc2)cc1

Assay by compound,6,7,8,9,10
bCat KO growth,101,73,88,112,72
HCT116 PTEN-null,95,84,96,96,77
GALR2 blocker,-3,8,10,3,12
Phagocytosis inh,.,0,1,.,.
E-sel TNF inh,-59,1,2,.,.
NPY-Y2 antag,5,3,0,-2,-1
BB579 growth dn,-13,-46,-17,-63,-35
MRP-1 activ,-0.7,-0.9,-2.2,-0.4,-0.4
Yeast lifespan up,.,-18,-10,-13,0
Measles CPE,4,3,14,3,11

11. Cc1ccc(N2CN=c3s/c(=C\c4cccnc4)c(=O)n3C2)cc1
12. COCCn1c(SCc2nc3sc(C(=O)OC)c(C)c3c(=O)[nH]2)nc2ccccc21
13. CCc1ccc(C(=O)COC(=O)c2ccc(-c3nnc(-c4ccccc4)o3)cc2)cc1
14. Cc1nc2ccccc2n1CC(O)COCC1CC=CCC1 (stereo unspecified)
15. Cc1ccc2c(c1)N(CCCC(=O)NCCCN1CCCC1=O)C(=O)CO2

Assay by compound,11,12,13,14,15
bCat KO growth,100,94,90,60,104
HCT116 PTEN-null,98,86,91,56,94
GALR2 blocker,4,-6,-11,6,-8
Phagocytosis inh,0,0,.,.,.
E-sel TNF inh,.,-8,4,14,-13
NPY-Y2 antag,2,4,0,2,2
BB579 growth dn,-35,-28,-14,-16,0
MRP-1 activ,-1.7,-2.5,-1.8,3.4,-0.8
Yeast lifespan up,-10,-27,0,6,-1
Measles CPE,16,2,3,24,4

16. Cc1ccc2c(c1)NC(=O)C(CC(=O)NC1CCCCC1C)O2 (stereo unspecified)
17. O=C(COC(=O)c1c(Cl)ccc(Cl)c1Cl)NC(=O)NCc1ccccc1
18. CCCOc1ccc(C2C(C(=O)c3ccco3)=C(O)C(=O)N2CCN2CCOCC2)cc1OC (stereo unspecified)
19. CSCCC(NC(=O)c1ccc(Cl)cc1)C(=O)OCC(=O)c1ccc[nH]1 (stereo unspecified)
20. CCOC(=O)C1=NNC(C(=O)c2ccc(Cl)cc2)C1c1ccccc1 (stereo unspecified)

Assay by compound,16,17,18,19,20
bCat KO growth,88,93,87,90,101
HCT116 PTEN-null,101,92,94,87,94
GALR2 blocker,16,-4,-3,-7,2
Phagocytosis inh,0,2,.,-12,8
E-sel TNF inh,.,-22,-5,1,.
NPY-Y2 antag,1,5,0,3,2
BB579 growth dn,-10,-20,-31,-34,-6
MRP-1 activ,0.4,2.1,-1.7,0.3,-3.0
Yeast lifespan up,-9,-5,-22,1,2
Measles CPE,6,15,47*,11,7

21. COc1ccc(-n2c(SCC(=O)N3CCc4ccccc43)nnc2-c2c[nH]c3ccccc23)cc1
22. CCn1nnnc1SCC(=O)Nc1cc(OC)cc(OC)c1
23. COc1ccc(/C=N/NC(=O)C2CCN(c3ncc(C(F)(F)F)cc3Cl)CC2)cc1
24. COc1cc(OC)cc(C(=O)N2CCN(C3CCN(Cc4ccccc4)CC3)CC2)c1
25. CC1Oc2ccccc2C=C1/C=C1/SC(N2CCOCC2)=NC1=O (stereo unspecified)

Assay by compound,21,22,23,24,25
bCat KO growth,90,93,76,102,93
HCT116 PTEN-null,89,102&89,79,96,89
GALR2 blocker,9,5,-7,-2,-1
Phagocytosis inh,.,3,.,-1,.
E-sel TNF inh,-6,-34,28,-5,0
NPY-Y2 antag,0,4,0,4,-2
BB579 growth dn,-23,6,-48,-33,-2
MRP-1 activ,-1.4,-1.1,-2.7,-2.9,-2.2
Yeast lifespan up,6,-15,23,-10,-3
Measles CPE,14,23,3,5,30

Four compounds from above, arranged by SMILES length, low to high.
8. Cn1c(Cl)nc2ccccc21
3. O=c1cc(N2CCC3(CC2)OCCO3)[nH]c(=O)n1C1CCCCC1
19. CSCCC(NC(=O)c1ccc(Cl)cc1)C(=O)OCC(=O)c1ccc[nH]1 (stereo unspecified)
21. COc1ccc(-n2c(SCC(=O)N3CCc4ccccc43)nnc2-c2c[nH]c3ccccc23)cc1

Assay by compound,8,3,19,21
bCat KO growth,88,92,90,90
HCT116 PTEN-null,96,100,87,89
GALR2 blocker,10,-2,-7,9
Phagocytosis inh,1,-1,-12,.
E-sel TNF inh,2,-9,1,-6
NPY-Y2 antag,0,2,3,0
BB579 growth dn,-17,-30,-34,-23
MRP-1 activ,-2.2,-3.6,0.3,-1.4
Yeast lifespan up,-10,0,1,6
Measles CPE,14,5,11,14

Other compounds follow.
26. COc1cccc2c3c(c(C)nc12)CC(C)O3 (stereo unspecified)
27. O=C(c1cccc(Cl)c1)N1CCN(C2CCCCCC2)CC1
28. Cc1sc(-c2ccccn2)nc1OC(=O)c1ccc(Cl)c(Cl)c1
29. COc1ccc(-c2noc(N(C)CC(=O)Nc3cccc(C(F)(F)F)c3)n2)cc1
30. CCOC(=O)c1cc(C#N)c(Oc2ccccc2OC)nc1-c1ccccc1

Assay by compound,26,27,28,29,30
bCat KO growth,87,97,93,80,79
HCT116 PTEN-null,83,94,102,79,66
GALR2 blocker,5,-7,-3,5,9
Phagocytosis inh,-1,-3,0,.,.
E-sel TNF inh,-38,-5,-7,-1,-4
NPY-Y2 antag,-1,-1,5,-2,1
BB579 growth dn,11,-17,-29,-18,-48
MRP-1 activ,-1.7,-2.1,-0.7,-2.5,-3.0
Yeast lifespan up,-12,-2,-2,2,-10
Measles CPE,4,3,21,23,6

31. Cc1cccc(N(C(=O)CNC(=O)c2ccco2)C(C(=O)NC2CCCC2)c2cccnc2)c1 (stereo unspecified)
32. Cc1ccc(NC(=O)COC(=O)/C=C/c2cccs2)cc1
33. c1cncc(C(c2nnnn2C2CCCCC2)N2CCN3CCCC3C2)c1 (stereo unspecified)
34. CC(C)(C)n1ncc2c(=O)n(CC(=O)N3CCCc4ccccc43)cnc21
35. CCOC(=O)c1cnc(SCC(=O)c2ccc(Cl)cc2)nc1N

Assay by compound,31,32,33,34,35
bCat KO growth,102,101,90,88,92
HCT116 PTEN-null,97,101,91,87,105
GALR2 blocker,-2,3,12,-2,-8
Phagocytosis inh,-4,.,.,1,-1
E-sel TNF inh,-25,4,-20,.,-32
NPY-Y2 antag,-3,11,0,1,7
BB579 growth dn,1,-22,-14,-34,-25
MRP-1 activ,-3.4,0.6,-0.6,-1.6,-2.9
Yeast lifespan up,-17,-4,.,-6,-8
Measles CPE,4,7,2,7,9

36. Cc1ccc(NS(=O)(=O)c2cc(OCC(N)=O)c(C)cc2Cl)cc1
37. O=C(NCCc1ccc(Cl)cc1)C1CCN(S(=O)(=O)c2cccc3nonc23)CC1
38. Cc1cccc(N(CC(=O)NCc2ccc3c(c2)OCO3)C(=O)CCC(=O)Nc2ccccn2)c1C
39. CCc1ccc2[nH]c(=O)c(CN(Cc3ccco3)S(=O)(=O)c3ccc4c(c3)OCCO4)cc2c1
40. Cc1nn(-c2ccccc2)c(N2CCCC2)c1/C=N/O

Assay by compound,36,37,38,39,40
bCat KO growth,93,85,85,80,91
HCT116 PTEN-null,97,88,79,87,86
GALR2 blocker,5,-6,-8,-3,0
Phagocytosis inh,-1,0,.,-1,1
E-sel TNF inh,30,-11,-31,.,14
NPY-Y2 antag,3,4,5,2,3
BB579 growth dn,3,-70,-7,-56,-28
MRP-1 activ,-2.1,0.5,-0.5,-3.6,-1.8
Yeast lifespan up,-6,2,-6,-6,-8
Measles CPE,14,7,14,4,3

41. O=C(NCCCCCNC(=O)c1ccco1)c1ccco1
42. OC(CNCCc1ccc(C(F)(F)F)cc1)COc1cccc2ccccc12 (stereo unspecified)
43. CC(=O)NCC(=O)N(c1c(C)n(C)n(-c2ccccc2)c1=O)C1(C(=O)NC2CCCC2)CCCCC1
44. CC1CCCN(c2nc3c(c(=O)n(C)c(=O)n3C)n2CCSc2nc3ccccc3s2)C1 (stereo unspecified)
45. CCOC(=O)CSc1nnc(CSc2nc3sc4c(c3c(=O)[nH]2)CCC4)n1-c1ccccc1

Assay by compound,41,42,43,44,45
bCat KO growth,98,1.7*,88,40,88
HCT116 PTEN-null,93,1.7*,89,48,96
GALR2 blocker,2,7,-2,1,-9
Phagocytosis inh,0,-6,.,0,0
E-sel TNF inh,.,-1,-19,-23,26
NPY-Y2 antag,3,6,1,-1,10
BB579 growth dn,-10,-4,-16,-86,-27
MRP-1 activ,-3.5,-6.0,0.0,-2.3,-1.5
Yeast lifespan up,-8,-6,11,-1,-5
Measles CPE,8,5,3,11,23

46. N=c1n(CCO)c2ccccc2n1Cc1ccccc1Cl
47. CCOc1ccccc1NC(=S)NC(=O)CCCOc1ccc(Cl)cc1Cl
48. COC(=O)CSc1nnc(-c2ccc(S(=O)(=O)N3CCC(C)CC3)cc2)o1
49. Cc1cc(N2CCN(S(=O)(=O)c3ccc(C)c(C)c3)CC2)c2ccccc2n1

Assay by compound,46,47,48,49
bCat KO growth,76,83,90,26
HCT116 PTEN-null,80,90,90,24
GALR2 blocker,4,-6,8,-4
Phagocytosis inh,-1,0,-1,0
E-sel TNF inh,-6,-16,-34,18
NPY-Y2 antag,6,11,3,7
BB579 growth dn,-37,-88,-26,-12
MRP-1 activ,-4.5,-0.1,-0.6,-0.1
Yeast lifespan up,6,1,4,-20
Measles CPE,6,7,10,17
